Screens: PubChem BioAssay, several laboratories
Kir21 block: Kir2.1 (mouse) channel inhibition | P35561 | HEK293-Kir2.1, FluxOR thallium flux fluorescence; stronger effect = lower value | B-score at 10 µM | actives 0.85% (n = 310,000);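 active = fluorescence ratio B-score at or below minus 3 SD of library scores, with starting-brightness B-score within 2 SD, cut at about -4.2 in these data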;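 also: channel flux triggered by added potassium and thallium sulfate stimulus; B-score of peak minus minimum fluorescence over baseline after thallium stimulus; more negative B-score means stronger Kir2.1 block with less thallium influx; some compounds called inactive have numbers as strong as hits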
Target sequence (P35561 whole entry, looked up): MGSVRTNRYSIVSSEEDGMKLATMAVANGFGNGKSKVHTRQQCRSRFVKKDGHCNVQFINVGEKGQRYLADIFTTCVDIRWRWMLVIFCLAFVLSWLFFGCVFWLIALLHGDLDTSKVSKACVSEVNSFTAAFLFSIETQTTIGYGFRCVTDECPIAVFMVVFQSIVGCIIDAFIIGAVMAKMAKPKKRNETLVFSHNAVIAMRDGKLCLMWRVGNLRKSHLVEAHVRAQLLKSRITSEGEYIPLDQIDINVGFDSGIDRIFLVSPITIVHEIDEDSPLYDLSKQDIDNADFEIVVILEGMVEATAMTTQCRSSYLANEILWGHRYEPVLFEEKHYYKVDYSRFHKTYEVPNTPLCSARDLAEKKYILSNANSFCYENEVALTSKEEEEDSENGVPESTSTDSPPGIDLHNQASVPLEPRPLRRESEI
STK33 kinase inh: blocks human STK33 kinase activity; Q9BYT3; purified STK33, MBP phosphorylation, ADP-Glo luminescence; inhibition, % at 10 µM; actives 0.073% (n = 320,000); AID 2661;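 active = inhibition at or above 25%, using the most active replicate where run in duplicate; inactive = inhibition below 25%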
Target sequence (Q9BYT3 whole entry, looked up): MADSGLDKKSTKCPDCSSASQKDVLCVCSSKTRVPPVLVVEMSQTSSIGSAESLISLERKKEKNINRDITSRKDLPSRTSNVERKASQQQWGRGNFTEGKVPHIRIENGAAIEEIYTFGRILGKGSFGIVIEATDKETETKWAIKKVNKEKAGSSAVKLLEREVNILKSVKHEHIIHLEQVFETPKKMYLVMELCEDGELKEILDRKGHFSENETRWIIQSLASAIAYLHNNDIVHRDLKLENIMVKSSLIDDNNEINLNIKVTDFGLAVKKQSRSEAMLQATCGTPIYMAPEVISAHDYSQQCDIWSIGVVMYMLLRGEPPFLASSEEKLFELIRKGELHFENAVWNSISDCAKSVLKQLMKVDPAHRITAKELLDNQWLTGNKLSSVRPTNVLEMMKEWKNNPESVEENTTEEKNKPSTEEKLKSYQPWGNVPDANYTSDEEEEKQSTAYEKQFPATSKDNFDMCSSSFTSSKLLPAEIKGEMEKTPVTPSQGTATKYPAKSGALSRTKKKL
Starred values were filed as active, the others as inactive; / = no result given. Compounds as they come, and some 0.84% of all compounds hit somewhere here.

Sample of the layout (4 entries):
Kir21 block	STK33 kinase inh	canonical_smiles
-0.74	-0.6	CCN(CC)C(=O)N1c2ccccc2C=Cc2ccccc21
1.1	0.5	O=C1OC(Nc2ccc(F)cc2F)c2ccccc21 (stereo not given)
-1.6	-0.7	CCOC(=O)c1ccc(CSc2n[nH]c(C)n2)o1
-6.6*	0.8	c1ccc(-c2ccccc2OCCCCN2CCCCCC2)cc1

Main list, from the first entry:
Kir21 block	STK33 kinase inh	canonical_smiles
-0.74	-0.6	CCN(CC)C(=O)N1c2ccccc2C=Cc2ccccc21
1.1	0.5	O=C1OC(Nc2ccc(F)cc2F)c2ccccc21 (stereo not given)
-1.6	-0.7	CCOC(=O)c1ccc(CSc2n[nH]c(C)n2)o1
-6.6*	0.8	c1ccc(-c2ccccc2OCCCCN2CCCCCC2)cc1
/	0.2	Cc1ccc(S(=O)(=O)/N=C2/NC(=O)/C(=C\c3ccco3)S2)cc1
-3.1	-1.0	C=CCN1C(=O)c2ccccc2NC1c1cc(Br)cs1 (stereo not given)
1.7	0.3	COc1ccc(NC(=O)Cn2c([N+](=O)[O-])cnc2C)cc1Cl
-3.2	-0.7	COc1ccc(NC2CCCN(C(=O)CSc3ccccc3)C2)cc1 (stereo not given)
0.72	-2.8	c1cn2c(Nc3ccc4c(c3)OCCO4)c(-c3ccc(N4CCOCC4)cc3)nc2cn1
-0.51	-0.5	O=C(CN1C(=O)S/C(=C\c2cccs2)C1=O)Nc1ccc(O)c(C(=O)O)c1
-2.4	-0.4	O=C(Oc1cncc(Cl)c1)c1ccco1
-0.6	-2.4	CCc1nccn1S(=O)(=O)c1ccc(OC)c(C)c1C
0.74	0.0	CC(C)c1nc2sc3c(c2c(=O)o1)CCCC3
0.41	-0.3	Cc1ccc(NC(C)C(=O)N/N=C/c2ccc([N+](=O)[O-])s2)cc1 (stereo not given)
1.5	-0.5	COc1cc(NC(=O)N[C@@H](Cc2ccccc2)C(=O)O)cc(OC)c1
-0.18	-3.3	O=C(CN1CCCC1)N1c2ccccc2Sc2ccccc21
-1	-0.9	CC(C)OCCCNC(=O)C(NS(=O)(=O)c1ccc2c(c1)c(=O)n(C)c(=O)n2C)c1ccccc1 (stereo not given)
-0.2	0.0	CCC(C)(C)NC(=O)C(c1ccncc1)N(C(=O)c1sc(C)nc1C)c1ccc(F)cc1 (stereo not given)
-1.3	-1.9	S=C(NCc1ccccc1)NCc1ccc(Cl)cc1
-1.7	0.2	Cc1ccc(-c2nn(-c3ccccc3)cc2NC(=O)CCl)cc1
-1.4	-1.0	Cc1ccc(S(=O)(=O)N2CCC(C(=O)N3CCC[C@H]3C(=O)NCc3ccco3)CC2)cc1
/	-1.0	Cc1cc(C(=O)Nc2cccc3c2O[C@@H](CN(C)S(=O)(=O)c2ccccc2)[C@H](C)CN([C@@H](C)CO)C3=O)n(C)n1
-1	14	CC1Cc2ccccc2N1c1ncnc2nc[nH]c12 (stereo not given)
0.66	-0.9	CS(=O)(=O)c1cnc(-c2ccccc2)nc1Oc1ccc(F)cc1
-2	1.3	CC1CCN(CCCNC(=O)C2CC(=O)N(C3CCCCCC3)C2)CC1 (stereo not given)
-1.6	-2.9	S=c1[nH]nc(-c2ccco2)n1/N=C/C=C/c1ccccc1
0.26	-1.3	COc1ccc(-c2ccc(-c3noc(-c4ccco4)n3)c(OC)n2)cc1
-0.66	-2.0	COc1ccc(OCCN2CCOCC2)cc1
-0.97	0.4	Cc1nnc(-c2cnn(C)c2N)n1Cc1ccc2c(c1)OCO2
0.46	-0.3	CCOc1cc(N2CCOCC2)c(OCC)cc1NC(=O)CCC1CCCC1
0.09	0.1	Cc1cccc(N2CCN(S(=O)(=O)c3cc(-c4cc(C)no4)ccc3C)CC2C)c1 (stereo not given)
-0.41	-1.6	CCCc1cc(C(=O)N/N=C/c2cccn2C)cs1
1.6	-0.6	CCC(CC)C(=O)Nc1nnc(S(=O)(=O)N(CC)c2ccc(OC)cc2)s1
1.3	-2.8	O=c1c2ccccc2c(C=Nc2ccc(O)cc2)c(O)n1-c1nccs1
-0.61	0.6	O=S(=O)(Nc1cc(C(F)(F)F)ccc1N1CCOCC1)c1ccc2ccccc2c1
-0.18	-0.8	N#CCCCCn1ccc(NC(=O)c2ccc(Cl)cc2O)n1
-0.09	-0.9	CC(=O)c1cccc(NC(=O)/C(=C\c2cccnc2)NC(=O)c2ccccc2)c1
-0.43	-0.2	CCOc1cc(N2CCOCC2)c(OCC)cc1NC(=O)[C@H](C)NC(=O)c1ccco1
-2.9	-0.5	O=C(c1ccccc1)c1ccc(OCC(O)CN2CCN(Cc3ccccc3)CC2)cc1 (stereo not given)
-0.48	1.4	COc1cccc(-c2cc(C(=O)N3C(C)CCCC3C)no2)c1 (stereo not given)
0.27	-1.0	CC(=O)N1N=C(c2ccco2)CC1c1ccco1 (stereo not given)
/	-0.8	CC(C)[C@H](NC(=O)c1ccccc1)C(=O)OCC(=O)Nc1ncc(Cl)cc1Cl
0.07	-0.3	COc1ccc(-c2nc3ccccc3c(=O)n2NC(=O)Cc2ccccc2)cc1
-1.4	-1.8	CC(=O)Nc1ccc(S(=O)(=O)Oc2ccc(Br)cc2C(=S)N2CCOCC2)cc1
-0.47	-1.0	COc1ccc(/C=C(/NC(=O)c2ccc(C)cc2)C(=O)NCc2ccncc2)cc1
0.14	-2.1	CN1C2=NCCN2C(=O)c2cc(Cl)ccc21
-3.7	-1.0	CC(=O)c1sc2nc(-c3cccs3)cc(C(F)(F)F)c2c1N
-1.6	-0.8	Cn1c(SCc2nnc(-c3ccc(F)cc3)o2)nnc1C1COc2ccccc2O1 (stereo not given)
-0.82	0.9	COc1ccc(-c2nn(-c3ccccc3)cc2/C=C2/SC(=S)N(CCC(=O)O)C2=O)c(C)c1
2.6	-1.5	Cc1ccc(S(=O)(=O)NCC(=O)OCc2nnc(-c3ccccc3)o2)cc1C
1.4	-0.7	Cc1ccc(/C=N\NC(=O)CC(=O)NCCc2ccccc2)cc1
-1.1	-0.9	Cc1ccnc(NC(=O)c2ccc3c(c2)C(=O)N(CCC(C)C)C3=O)c1
0.06	-2.2	COc1ccc(-c2cn3cccnc3n2)cc1NC(=O)c1ccc(Br)o1
0.3	-0.7	Cc1cc(Cl)ccc1NC(=S)NCc1ccccc1
1.1	-0.8	COC(=O)c1ccc2c(=O)n(Cc3ccc(C(=O)NC4CCCC4)cc3)c(=S)[nH]c2c1
0.44	2.7	C#CCOCCOCCOCCNc1nc(N2CCN(C(=O)[C@H]([C@@H](C)CC)n3cc(CCCN=C(N)N)nn3)CC2)nc(N2CCN(C(=O)[C@H](CCCCN)n3cc(CCCC)nn3)CC2)n1
/	0.1	CN(C(=O)CSc1ncnc2sc3c(c12)CCC3)C1CCS(=O)(=O)C1 (stereo not given)
/	-0.3	CCc1ccccc1NC(=O)CNC(=O)CCNC(=O)Nc1ccccc1
-0.58	0.0	O=C(c1ccc(S(=O)(=O)N2CCOCC2)cc1)N1CCOCC1
0.27	2.7	CC(C)n1nnnc1SCC(=O)c1ccc2c(c1)OCCO2

Other records
Kir21 block	STK33 kinase inh	canonical_smiles
-0.52	-1.7	O=C1CC(c2ccco2)Sc2ccccc2N1 (stereo not given)
2.1	-1.0	Cc1cccc(C)c1NC(=O)C(NC=O)c1ccc(N(C)C)cc1 (stereo not given)
0.11	-0.8	CCCCCOc1ccc(NC(=O)c2cc(SC)ccc2Cl)cc1
/	-2.2	CC(C)N(Cc1ccccc1)C(=O)CN1C(=O)NC2(CCOc3ccccc32)C1=O (stereo not given)
-1.4	2.0	Cc1ccc(C(=O)NC(=S)Nc2ccc(N3CCOCC3)cc2)cc1C
-0.53	-0.2	O=C(CSCc1cccc(Cl)c1)N1CCN(Cc2ccc3c(c2)OCO3)CC1
-1.4	0.1	O=C(NN1C(=O)c2ccccc2NC1c1ccco1)c1ccc([N+](=O)[O-])cc1 (stereo not given)
-1.2	-0.8	COc1ccc(C(CNC(=O)Cc2ccc(-c3ccccc3)cc2)N(C)C)cc1 (stereo not given)
0.87	0.9	CC(C)Cn1c(SCC(=O)NCc2ccco2)nnc1-c1ccncc1
0.3	-0.4	COc1ccc(/C=C(\NC(=O)c2cccs2)C(=O)Nc2ccccc2C)cc1OC
0.33	0.3	COCON1C(=O)CN(C(C)=O)C1c1ccc(Cl)cc1Cl (stereo not given)
-0.7	-0.2	CCOc1ccc(N2C(=O)CC(n3ccc(C)n3)C2=O)cc1 (stereo not given)
0.14	-0.6	O=C(Nc1cc(Cl)ccc1Cl)C1CCCO1 (stereo not given)
-0.92	-1.2	O=C(NCC(c1ccco1)N1CCCC1)c1sc2ccccc2c1Cl (stereo not given)
-0.85	0.7	CCOc1ccccc1OCCC(=O)OCC(=O)Nc1c(C)cc(C)cc1C
1	0.8	CC(c1ccon1)N(C)Cc1cn(C)nc1-c1ccc2c(c1)OCCO2 (stereo not given)
1.3	-0.5	CCOC(=O)c1ccc(NC(=S)NCC(O)c2ccccc2)cc1 (stereo not given)
-0.14	-0.3	CC(C)C(NC(=O)Cc1ccccc1[N+](=O)[O-])C(C)C
-7.9*	-0.5	CCOC(=O)C1CCN(Cc2cccc(OCc3ccccc3)c2)CC1
-1.6	0.3	COC(c1ccccc1)c1nnc(CCC(=O)NC2CCCCC2)o1 (stereo not given)

Another view of 3 compounds above.
Structure: Cc1cccc(C)c1NC(=O)C(NC=O)c1ccc(N(C)C)cc1 (stereo not given)
  Kir21 block: 2.1
  STK33 kinase inh: -1.0
Structure: CCCCCOc1ccc(NC(=O)c2cc(SC)ccc2Cl)cc1
  Kir21 block: 0.11
  STK33 kinase inh: -0.8
Structure: CC(C)N(Cc1ccccc1)C(=O)CN1C(=O)NC2(CCOc3ccccc32)C1=O (stereo not given)
  Kir21 block: /
  STK33 kinase inh: -2.2

Following part
Kir21 block	STK33 kinase inh	canonical_smiles
0.96	-0.9	CCCOC(=O)CSC1=C(C#N)C(c2ccccc2OCC)C(C#N)C(=O)N1 (stereo not given)
-2.1	0.1	Cn1c(=O)n(CCCOc2ccc(Cl)cc2)c2ccccc21
-2.3	-0.1	O=C1CCCCC1c1cccc2ccccc12 (stereo not given)
-0.02	0.0	CCC(C)(C)n1nnnc1C(c1ccc(O)c(OC)c1)N1CCN(c2nc3ccccc3s2)CC1 (stereo not given)
0.7	-1.1	COc1cc2c(cc1OC)C(c1ccco1)CC(=O)N2 (stereo not given)
1.7	-6.7	CC(=O)c1c(C)nc(C)nc1NC(=O)Cc1ccccc1
-0.02	-1.4	CC(C)(C)NC(=O)C(=O)NC(=O)c1c(F)cccc1Cl
-2.4	-1.0	CCn1c(SCC(=O)OC2CCCCC2)nc2ccccc2c1=O
/	-2.3	Cc1onc(-c2c(F)cccc2Cl)c1C(=O)N[C@@H]1C(=O)N2C(C(=O)O)C(C)(C)S[C@H]12 (stereo not given in full)
1.2	0.0	COc1ccc(S(=O)(=O)Nc2ccc(Oc3ncccn3)c(Cl)c2)cc1
0.23	0.7	S=C(Nc1ccccc1)N1CCN(C(=S)c2ccccc2)CC1
-1.4	-1.9	O=C(NCc1ccccc1)Nc1cccn(Cc2ccc(F)cc2)c1=O
-0.96	-1.3	COc1ccc(C(=O)Nc2ccc(NC(=O)Cc3ccccc3)cn2)cc1
1.2	-1.6	CCN1C(=O)/C(=C\N(C)C)NC1=S
0.31	-0.8	CCn1cc([N+](=O)[O-])c(C(=O)N2CCN(C(=O)c3ccco3)CC2)n1
1	-0.7	O=C1c2cccc3c2N(CCC3)C(=O)C1(F)c1ccccc1 (stereo not given)
-0.01	-0.2	CC(CN)(NS(=O)(=O)c1ccccc1)c1ccccc1 (stereo not given)
-4.7*	-0.2	COc1ccccc1CNC(=S)Nc1ccc(F)cc1
0.01	0.8	Cc1nnc(SCC(=O)Nc2nsc(-c3ccc(C(C)(C)C)cc3)n2)s1
-0.04	0.0	COc1ccccc1C(=O)Nc1ccc2c(c1)nc1n2CCN(Cc2ccccc2)C1

Shown as labelled records: part of the list above.
COc1ccc(NC2CCCN(C(=O)CSc3ccccc3)C2)cc1 (stereo not given)
  Kir21 block = -3.2 | STK33 kinase inh = -0.7

O=S(=O)(Nc1cc(C(F)(F)F)ccc1N1CCOCC1)c1ccc2ccccc2c1
  Kir21 block = -0.61 | STK33 kinase inh = 0.6

CCCCCOc1ccc(NC(=O)c2cc(SC)ccc2Cl)cc1
  Kir21 block = 0.11 | STK33 kinase inh = -0.8

(listing goes on)
Kir21 block	STK33 kinase inh	canonical_smiles
-0.85	-0.4	O=C(c1ccc(COc2ccccc2Cl)o1)N1CCOCC1
-1	0.7	COc1ccc(CN2CCNC(=O)C2CC(=O)N(C)CCC2CCOCC2)c(OC)c1 (stereo not given)
1.4	-1.1	Cc1cccc(C)c1NC(=O)CN
1.4	1.7	CCn1cc(C(=O)N2CCc3ccccc32)c(=O)c2cc(S(=O)(=O)N3CCCCCC3)ccc21
1.4	-0.4	O=C(Nc1ccc(Cl)cc1Cl)C1CCC(=O)N1Cc1ccccc1Cl (stereo not given)
/	-1.2	CCCCNC(=O)C(CC)(ONc1ccccc1C(F)(F)F)c1ccccc1 (stereo not given)
/	-1.2	CN(CC(=O)Nc1ccccc1Br)C(=O)Cn1[nH]c(=O)c2ccccc2c1=O
-0.59	1.0	O=C(CN1CCN(Cc2ccccc2)CC1)Nc1cccc(C(F)(F)F)c1
0.17	-1.6	O=C1CN(CC(=O)NC2CCCc3ccccc32)CCN1 (stereo not given)
0.65	0.4	Cn1c(CS/C(N)=N/N=C/c2ccccc2)c(Br)c(=O)n1-c1ccccc1
1.7	-0.9	CC(C)N1CCN(Cc2ccsc2)CC1CCO (stereo not given)
-0.22	-0.9	CCn1c2c(c(C)cc1=O)C(=O)CC(C)(C)C2
/	0.6	CC12CCC(=O)N1C(C(=O)NNC(=O)c1ccccc1F)CS2 (stereo not given)
0.57	1.8	O=C(NC(=S)Nc1ccccc1Br)c1ccco1
